Assay outcomes deposited in PubChem BioAssay by several laboratories.
Her2 expr inh: Her2 kinase expression inhibition; SKBR-3 HER2 protein level, AlphaScreen, 18-24 h; stronger effect = lower value; P04626; hit rate 0.69% among 65,000; HER2 level % of control, % at 10 µM;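 active = HER2 level under 5% of the carrier-only control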;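 note: 100% = DMSO carrier and 0% = 500 nM PU-H71 HSP90 inhibitor; lower value means stronger loss of Her2 protein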
D1 mod: allosterically modulates the human D1 dopamine receptor. hit rate 5.9% among 58,000. B-score at 10 µM. P21728. HEK293 D1, CRE-luciferase, dopamine EC30 potentiation; actives deviate in either direction;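 active = luminescence count or its row- and column-corrected plate score outside the 99.7% band of the plate's sample wells, on either side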
Autofluor 339: intrinsic fluorescence of library compounds, ex339/em460 – biochemical, MLSMR library, data from DPM-DC assay, artefact control, profiling panel; compound autofluorescence, ex339/em460 nm, NADH buffer; stronger effect = higher value; 1 = no-compound wells, NADH background; fluorescence fold increase at 10 µM; hit rate 5.5% among 65,000; AID 709;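 active = at 10 µM, mean starting fluorescence two-fold or more over control wells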;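 note: signal is the first read of a kinetic run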
M1 antagonist: M1 muscarinic receptor (rat) antagonism; P08482; CHO-M1 cells, Fluo-4 calcium, ACh EC80 antagonist mode; stronger effect = lower value; B-score at 10 µM; hit rate 3.4% among 64,000; AID 628;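 active = calcium fluorescence response, raw or row-and-column corrected B-score, differing from the plate sample mean either way at a set confidence level, mostly lower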
Target sequence (P08482 whole entry, looked up): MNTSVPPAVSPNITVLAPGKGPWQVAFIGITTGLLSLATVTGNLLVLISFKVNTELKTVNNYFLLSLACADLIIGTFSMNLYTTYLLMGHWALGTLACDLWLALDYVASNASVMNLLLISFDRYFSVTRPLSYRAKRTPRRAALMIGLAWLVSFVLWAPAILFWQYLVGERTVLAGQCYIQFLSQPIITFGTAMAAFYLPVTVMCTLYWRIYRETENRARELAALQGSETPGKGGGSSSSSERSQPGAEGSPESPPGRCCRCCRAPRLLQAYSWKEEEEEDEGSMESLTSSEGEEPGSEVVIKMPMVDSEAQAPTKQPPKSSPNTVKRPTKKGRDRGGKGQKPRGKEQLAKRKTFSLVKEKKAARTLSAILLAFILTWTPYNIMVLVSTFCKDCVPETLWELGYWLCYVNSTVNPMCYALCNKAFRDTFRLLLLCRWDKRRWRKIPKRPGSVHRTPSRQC
5HT1a ag: 5-HT1a (human) receptor agonism; P08908; CHO 5-HT1a Ga15 NFAT-bla reporter, FRET ratio; 0% basal, 100% maximal reference agonist; activation, % at 10 µM; hit rate 0.56% among 65,000; AID 567;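 active = activation above the screen-wide mean activation plus 3 SD, cut at about 19% in these data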;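 note: 0% = DMSO wells and 100% = 5-CT at EC100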
Target sequence (P08908 whole entry, looked up): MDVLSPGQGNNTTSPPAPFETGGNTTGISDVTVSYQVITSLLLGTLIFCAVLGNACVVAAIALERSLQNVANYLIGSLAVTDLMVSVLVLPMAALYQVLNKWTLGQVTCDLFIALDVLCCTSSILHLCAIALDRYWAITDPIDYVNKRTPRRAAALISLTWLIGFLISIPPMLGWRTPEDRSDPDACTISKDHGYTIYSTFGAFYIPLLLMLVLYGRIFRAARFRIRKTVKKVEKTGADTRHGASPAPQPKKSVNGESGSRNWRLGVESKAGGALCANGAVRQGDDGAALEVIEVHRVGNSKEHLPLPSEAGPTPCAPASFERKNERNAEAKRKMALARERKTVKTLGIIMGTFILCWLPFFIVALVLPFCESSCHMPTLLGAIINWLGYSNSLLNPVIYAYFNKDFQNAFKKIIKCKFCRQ
NADH enzymes: inhibition of NAD/NADH coupling enzymes, library profiling | coupled PK/LDH NADH assays, four targets | IC50, µM (highest dose often 10 µM), inactives show at the top dose inhibition | hit rate 0.02% among 65,000 | AID 774;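 active = single-dose screening hits from any of four coupled enzyme assays that gave an IC50 when retested across doses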;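 note: the DPM-DC format reads NADH fluorescence rather than 340 nm absorbance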
E coli RNAP: blocks E. coli RNA polymerase transcription. fluorescence transcription assay. inhibition, %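 (tested at 10 µM)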. hit rate 0.2% among 62,000; in the data active = inhibition above about 20%;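 note: 0% = enzyme without compound and 100% = no enzyme blank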
M1 agonist: M1 muscarinic receptor agonism; CHO-M1 cells, Fluo-4 calcium fluorescence, agonist mode; stronger effect = higher value; B-score at 10 µM; hit rate 3% among 64,000; AID 626;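 active = fluorescence rise, raw or as B-score row- and column-corrected plate score, outside the 99.7% band of its plate's samples, either direction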
Hsp90 inh: displaces geldanamycin probe from tumor Hsp90; P07900; NCI-N417 lysate Hsp90, Cy3B-geldanamycin FP displacement; inhibition, % at 30 µM; hit rate 0.35% among 64,000; AID 429;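 active = inhibition above 50%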;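 note: 0% = tracer plus lysate wells and 100% = tracer alone without lysate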
The depositor's hits bear a star; [ ] = remark or other dose.

`CCC(C)(C)n1nnnc1C(c1ccc(N(C)C)cc1)N1CCN(C2CCCCC2)CC1` (centres undefined) gave Her2 expr inh 95, D1 mod -0.2, Autofluor 339 1.1, M1 antagonist 0.34, 5HT1a ag -1.1, NADH enzymes 9%, E coli RNAP -2, M1 agonist -0.08 and Hsp90 inh 0.
O=c1oc(-c2cccs2)nc2sc3c(c12)CCCCC3 was read as Her2 expr inh 66, D1 mod -1.6, Autofluor 339 2.1*, M1 antagonist 0.31, 5HT1a ag 1.9, NADH enzymes 5%[fluoresces], E coli RNAP 7, M1 agonist -0.13 and Hsp90 inh -3.
For Cc1ccc(NC(=O)NC(=O)CN2C(=O)NC3(CCc4ccccc43)C2=O)c(C)c1 (centres undefined) the results were Her2 expr inh 63, Autofluor 339 1.1, M1 antagonist -0.0011, 5HT1a ag -0.9, NADH enzymes 3%, E coli RNAP -9, M1 agonist -0.1 and Hsp90 inh -1.
For CC(C)N1CC=C2C(C#N)=C(N)C(C#N)(C#N)C(c3ccccc3)C2C1 (centres undefined) the results were Her2 expr inh 54, Autofluor 339 2, M1 antagonist -0.3, 5HT1a ag 26*, NADH enzymes 11%, E coli RNAP 0, M1 agonist 225* and Hsp90 inh 12.
For O=C(CSc1nnnn1-c1ccccc1)Nc1nsc(-c2ccc(Cl)cc2)n1 the results were Her2 expr inh 131, D1 mod 1.8, Autofluor 339 1.1, M1 antagonist 0.13, 5HT1a ag 0.4, NADH enzymes 2%, E coli RNAP 1, M1 agonist -0.63 and Hsp90 inh 1.
`CCN(CC)S(=O)(=O)N1CCC(C(=O)NC2CCCC2)CC1` gave Her2 expr inh 102, D1 mod -0.82, Autofluor 339 0.98, M1 antagonist 0.019, 5HT1a ag -3.2, NADH enzymes 5%, E coli RNAP -4, M1 agonist -0.0075 and Hsp90 inh -3.
`O=C(c1cccc(S(=O)(=O)N2CCCC2)c1)c1cccc(S(=O)(=O)N2CCCC2)c1` gave Her2 expr inh 81, D1 mod -0.55, Autofluor 339 1.1, M1 antagonist -0.21, 5HT1a ag 4.7, NADH enzymes 4%, E coli RNAP 7, M1 agonist 0.19 and Hsp90 inh -4.
Screening CCCCN(CC)CCNS(=O)(=O)c1ccc2c(c1)oc(=O)n2C returned Her2 expr inh 93, Autofluor 339 1.2, M1 antagonist 0.53, 5HT1a ag -0.2, NADH enzymes 5%, E coli RNAP 1, M1 agonist -0.13 and Hsp90 inh -3.
For Cn1c(=O)n(Cc2ccccc2)c2ccccc21 the results were D1 mod 1.2, Autofluor 339 1, M1 antagonist 0.59, 5HT1a ag -1.7, NADH enzymes 6%, E coli RNAP -3, M1 agonist -0.36 and Hsp90 inh 2.
`O=C(Nc1ccc2c(c1)OCCO2)C1CCN(S(=O)(=O)c2cccs2)CC1` gave Her2 expr inh 103, D1 mod -0.59, Autofluor 339 0.84, M1 antagonist -0.21, 5HT1a ag 1.1, NADH enzymes 7%, E coli RNAP -3, M1 agonist -0.96 and Hsp90 inh 3.
For CCCCNC(=O)c1ccc(N2CCOCC2)c(NS(=O)(=O)c2ccc(OC)cc2)c1 the results were Her2 expr inh 82, D1 mod 1.3, Autofluor 339 1.1, M1 antagonist -0.91, 5HT1a ag 1.1, NADH enzymes 7%, E coli RNAP 11, M1 agonist -0.9 and Hsp90 inh -3.
Screening O=c1cc(-c2ccccc2)nc2n1Cc1ccccc1-2 returned Her2 expr inh 83, D1 mod 13*, Autofluor 339 1.1, M1 antagonist -0.25, 5HT1a ag -4.5, NADH enzymes 3%, E coli RNAP -1, M1 agonist 0.94 and Hsp90 inh -3.
O=C1CCCN1CN(C(=O)c1ccc2c(c1)OCO2)c1ccc(F)cc1 was read as Her2 expr inh 86, Autofluor 339 1.1, M1 antagonist 1.2, 5HT1a ag -2.7, NADH enzymes 3%, E coli RNAP 4, M1 agonist 0.28 and Hsp90 inh -2.
`COc1cc(S(=O)(=O)NCc2ccc3c(c2)OCO3)ccc1Cl` gave Her2 expr inh 79, D1 mod 1.9, Autofluor 339 1.1, M1 antagonist -1, NADH enzymes 1%, E coli RNAP 2 and M1 agonist -0.5.
Screening O=C1CC(N2CCOCC2)C(=O)N1c1cccc(Cl)c1 (centres undefined) returned Her2 expr inh 91, D1 mod -0.41, Autofluor 339 1.1, M1 antagonist -0.59, NADH enzymes 2%, E coli RNAP 4 and M1 agonist -0.62.
O=C1CCCCCN1C(=O)c1ccc(C(=O)N2CCCCCC2=O)cc1 was read as Her2 expr inh 87, D1 mod -0.058, Autofluor 339 1.1, M1 antagonist 0.41, 5HT1a ag -0.8, NADH enzymes 3%, M1 agonist -0.56 and Hsp90 inh -2.
For O=C(c1cn(CC(=O)N2CCCCC2)c2ccccc12)C1CC1 the results were Her2 expr inh 178, D1 mod -1, Autofluor 339 1.1, M1 antagonist 0.7, 5HT1a ag 2.8, NADH enzymes 10%, E coli RNAP 2, M1 agonist 0.5 and Hsp90 inh -3.
Screening O=C1CC(=O)CC(c2ccccc2Cl)C1 returned Her2 expr inh 132, D1 mod 0.28, Autofluor 339 1.1, 5HT1a ag -1.3, NADH enzymes 4%, E coli RNAP -2 and Hsp90 inh -4.
For CCOC(=O)Cc1cnc(NC(=O)Cn2nnc(-c3ccc(OCC)cc3)n2)s1 the results were Her2 expr inh 96, D1 mod 0.13, Autofluor 339 1, M1 antagonist -1, 5HT1a ag -2.7, NADH enzymes 6%, E coli RNAP 13, M1 agonist -0.0095 and Hsp90 inh -3.
`Cc1ccc(S(=O)(=O)NCC(=O)N(CC(=O)NCc2ccccc2)CC2CCCO2)cc1` (centres undefined) gave Her2 expr inh 92, D1 mod -0.056, Autofluor 339 1.1, M1 antagonist -0.11, 5HT1a ag -1.4, NADH enzymes 2%, E coli RNAP 5, M1 agonist 0.67 and Hsp90 inh 1.
Screening Cc1c(C(=O)NCCCN2CCOCC2)sc2nc(-c3ccccc3)cn12 returned Her2 expr inh 71, D1 mod -1.5, Autofluor 339 1.1, M1 antagonist 0.68, 5HT1a ag 0.9, NADH enzymes 5%, E coli RNAP 5, M1 agonist 0.23 and Hsp90 inh -3.
Screening O=C(NCc1ccccn1)c1ccc2ccccc2n1 returned Her2 expr inh 103, D1 mod 2.7, Autofluor 339 1.1, M1 antagonist -0.19, 5HT1a ag -0.8, NADH enzymes 1%, E coli RNAP 1, M1 agonist 0.23 and Hsp90 inh -2.
For CCCn1c(CN2CCN(C(=O)c3ccco3)CC2)nc2c1c(=O)n(C)c(=O)n2C the results were Her2 expr inh 83, Autofluor 339 1.1, M1 antagonist 1.1, 5HT1a ag 3.1, NADH enzymes 7%, E coli RNAP 8, M1 agonist -0.61 and Hsp90 inh -3.
For COc1ccccc1C(c1nnnn1C(C)(C)C)N1CCN(C(=O)c2ccco2)CC1 (centres undefined) the results were Her2 expr inh 71, D1 mod -0.69, Autofluor 339 1.1, M1 antagonist -0.3, 5HT1a ag -3.7, NADH enzymes 8%, E coli RNAP -2, M1 agonist 0.33 and Hsp90 inh 0.

Some of these compounds in order of length of the SMILES, descending:
For COc1ccccc1C(c1nnnn1C(C)(C)C)N1CCN(C(=O)c2ccco2)CC1 (centres undefined) the results were Her2 expr inh 71, D1 mod -0.69, Autofluor 339 1.1, M1 antagonist -0.3, 5HT1a ag -3.7, NADH enzymes 8%, E coli RNAP -2, M1 agonist 0.33 and Hsp90 inh 0.
O=C1CCCCCN1C(=O)c1ccc(C(=O)N2CCCCCC2=O)cc1 was read as Her2 expr inh 87, D1 mod -0.058, Autofluor 339 1.1, M1 antagonist 0.41, 5HT1a ag -0.8, NADH enzymes 3%, M1 agonist -0.56 and Hsp90 inh -2.
Screening O=C1CC(N2CCOCC2)C(=O)N1c1cccc(Cl)c1 (centres undefined) returned Her2 expr inh 91, D1 mod -0.41, Autofluor 339 1.1, M1 antagonist -0.59, NADH enzymes 2%, E coli RNAP 4 and M1 agonist -0.62.

Further results.
Screening COc1ccc(-c2[nH]ncc2Oc2ccccc2OC)c(O)c1 returned Her2 expr inh 81, D1 mod -0.39, Autofluor 339 1.1, 5HT1a ag 0.2, NADH enzymes 3%, E coli RNAP 3 and Hsp90 inh 2.
For COc1ccccc1-c1ccc(=O)n(CC(=O)NC(C)(C)C)n1 the results were Her2 expr inh 81, D1 mod 0.32, Autofluor 339 1.1, M1 antagonist 0.35, 5HT1a ag 1.7, NADH enzymes 4%, E coli RNAP -3, M1 agonist 0.71 and Hsp90 inh 3.
Cc1cc(C)c2cc(CN(Cc3cccs3)Cc3nnnn3CC3CCCO3)c(=O)[nH]c2c1 (centres undefined) was read as Her2 expr inh 83, D1 mod 3.3, Autofluor 339 1.2, M1 antagonist -0.66, 5HT1a ag 1.8, NADH enzymes 2%, E coli RNAP -1, M1 agonist -0.2 and Hsp90 inh -2.
`C=CCn1c(C)cc(C(=O)COC(=O)C2CC(=O)N(Cc3ccccc3)C2)c1C` (centres undefined) gave Her2 expr inh 89, D1 mod -0.043, Autofluor 339 1.1, M1 antagonist 0.88, 5HT1a ag -1.4, NADH enzymes 5%, E coli RNAP 5, M1 agonist 0.64 and Hsp90 inh -1.
`CCOc1cc(-c2nnc(-c3ccco3)o2)cc(OCC)c1OCC` gave Her2 expr inh 89, D1 mod 3, Autofluor 339 2*, M1 antagonist -0.49, 5HT1a ag -2.4, NADH enzymes 9%, M1 agonist 3.3 and Hsp90 inh -3.
For CCOc1ccccc1NC(=O)N1CCCC1C(=O)Nc1ccc(NC(C)=O)cc1 (centres undefined) the results were Her2 expr inh 119, D1 mod -0.29, Autofluor 339 1.1, M1 antagonist 0.015, 5HT1a ag 0.9, NADH enzymes 0%, E coli RNAP -3, M1 agonist 0.94 and Hsp90 inh -1.
Screening COC(=O)Nc1ccc2c(c1)N(C(=O)CCN1CCN3CCCC3C1)c1ccccc1S2 (centres undefined) returned Her2 expr inh 69, D1 mod -2.2, Autofluor 339 1.1, M1 antagonist -1.1, 5HT1a ag 0.5, NADH enzymes 8%, E coli RNAP 8, M1 agonist -0.62 and Hsp90 inh 3.
For CCOc1ccc2nc(NC(=O)Nc3cccs3)sc2c1 the results were Her2 expr inh 60, D1 mod -3.8*, Autofluor 339 1.1, M1 antagonist -0.021, 5HT1a ag -3.5, NADH enzymes 6%, E coli RNAP -3, M1 agonist -5e-05 and Hsp90 inh 0.
Screening COc1cc2c(cc1OC)C(C(=O)NCCN1CCOCC1)C1c3ccccc3CCN1C2=O (centres undefined) returned Her2 expr inh 129, D1 mod -0.15, Autofluor 339 1.2, M1 antagonist -1.1, 5HT1a ag -1.1, NADH enzymes 6%, E coli RNAP 8, M1 agonist 0.72 and Hsp90 inh -3.
For COCCOC(=O)c1[nH]c2c(c1C)C(=O)CC(c1ccc(F)cc1)C2 (centres undefined) the results were Her2 expr inh 49, Autofluor 339 1.1, M1 antagonist 0.087, 5HT1a ag -1.8, NADH enzymes 7%, E coli RNAP 0, M1 agonist -0.1 and Hsp90 inh -1.
Cc1ccc2nc(-c3ccc(SCC(=O)Nc4cc(C)on4)nc3)[nH]c2c1 was read as Her2 expr inh 110, D1 mod -2.7, Autofluor 339 3.4*, M1 antagonist 0.27, 5HT1a ag -0.3, NADH enzymes 16%, E coli RNAP -1, M1 agonist -0.31 and Hsp90 inh -5.
CCOC(=O)c1sc(NC(=O)c2ccc(CC)s2)nc1C was read as Her2 expr inh 103, D1 mod -1, Autofluor 339 3.3*, M1 antagonist -0.17, 5HT1a ag -0.3, NADH enzymes 2%[fluoresces], E coli RNAP 6, M1 agonist 0.48 and Hsp90 inh -7.
`Cc1cc(C)n2nc(-c3cccnc3)nc2n1` gave Her2 expr inh 77, D1 mod -0.06, Autofluor 339 1.1, M1 antagonist 0.74, 5HT1a ag 1.0, NADH enzymes 3%, E coli RNAP 2, M1 agonist -0.58 and Hsp90 inh 8.
Screening COc1ccc(C2CC(c3ccc(Cl)c(Cl)c3)Nc3nc(N)nn32)cc1 (centres undefined) returned Her2 expr inh 111, D1 mod -0.28, Autofluor 339 1.7, M1 antagonist -0.2, 5HT1a ag -1.3, NADH enzymes 6%, E coli RNAP 7, M1 agonist -1.2 and Hsp90 inh -1.
